DT40 TDP1 CPT = growth inhibition of DT40 Tdp1-/-;hTDP1 cells with camptothecin (screen for TDP1 inhibitors). chicken DT40 Tdp1-/-;hTDP1 cells + 20 nM CPT, ATP luminescence, 48 h. Potency, µM (highest dose often 46.2 µM), for inactives: top-dose activity change, negative = growth inhibition, usual class: inhibitors. 420,000 tested, 12% active; also: nearly all actives have a fitted effect of over 55% in size
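Cell growth measured by CellTiter-Glo luminescence after a minimum 48 h, 37 C compound exposure with 20 nM CPT in Tdp1-knockout DT40 cells stably expressing hTDP1, seeded 400/well; qHTS titration format.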
GCN5L2 inh = blocks human GCN5L2 histone acetyltransferase; Q92830; GCN5L2 HAT assay, ThioGlo1 CoA-SH fluorescence; Potency, µM (series often up to 58.9 µM), for the others: top-dose activity change, negative = inhibition, usual class: inhibitors; 390,000 tested, 0.21% active; AID 504327
Target sequence (Q92830 whole entry, looked up): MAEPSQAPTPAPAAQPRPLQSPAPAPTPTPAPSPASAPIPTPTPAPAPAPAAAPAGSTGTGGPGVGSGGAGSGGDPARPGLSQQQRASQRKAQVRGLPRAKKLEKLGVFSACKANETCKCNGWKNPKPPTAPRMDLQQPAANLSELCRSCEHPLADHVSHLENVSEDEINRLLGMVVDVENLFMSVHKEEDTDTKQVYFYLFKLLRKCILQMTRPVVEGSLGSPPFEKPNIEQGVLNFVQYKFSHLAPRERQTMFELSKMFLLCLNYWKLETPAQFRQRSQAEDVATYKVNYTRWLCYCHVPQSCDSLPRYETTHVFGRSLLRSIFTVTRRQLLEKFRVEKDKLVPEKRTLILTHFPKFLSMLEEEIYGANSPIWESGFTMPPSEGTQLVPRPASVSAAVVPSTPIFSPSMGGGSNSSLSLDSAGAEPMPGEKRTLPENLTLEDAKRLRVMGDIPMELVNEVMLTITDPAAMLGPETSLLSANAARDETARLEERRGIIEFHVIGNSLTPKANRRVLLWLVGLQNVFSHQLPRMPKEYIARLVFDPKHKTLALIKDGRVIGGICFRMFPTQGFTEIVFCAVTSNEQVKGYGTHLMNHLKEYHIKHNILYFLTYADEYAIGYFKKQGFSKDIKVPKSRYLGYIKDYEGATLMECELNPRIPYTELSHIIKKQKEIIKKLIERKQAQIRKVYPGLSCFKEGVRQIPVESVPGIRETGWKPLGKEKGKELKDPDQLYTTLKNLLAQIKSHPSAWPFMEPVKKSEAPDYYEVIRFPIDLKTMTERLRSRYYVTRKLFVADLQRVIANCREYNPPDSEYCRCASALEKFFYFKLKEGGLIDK
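GCN5L2 (20nM final) in 50mM HEPES, 0.1mM EDTA pH 7.5, 0.01% Tween-20 was preincubated 15 min at room temperature with compound, then given ThioGlo1 (50uM), H3(1-25) peptide (75uM) and acetyl-CoA (70uM); CoA-thiol fluorescence (Ex340/Em540) was read at 0 and 20 min.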
FEN1 inh = blocks human flap endonuclease 1; Recombinant FEN1 flap cleavage, fluorescence, 15 min; Potency, µM (top dose mostly 114 µM), for inactives: top-dose activity change, negative = inhibition, actives largely listed as inhibitors; 390,000 tested, 0.35% active; AID 588795; also: nearly all actives have a fitted effect of over 65% in size
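Reaction started by adding substrate (50 nM final) to 10 nM enzyme after 15 min room-temperature compound preincubation. Reads at 0 and 15 min, with data normalized and fitted to a four-parameter Hill equation.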
* marks the source's active call; other numbers are inactive results; ? = inconclusive; . = not tested or not shown; & = joins results of further samples; [ ] = another dose, or the depositor's remark. Calls follow the shape of the dose curve; as a rule, active = well fitted curve in the direction sought with a large enough effect; inconclusive = small, poorly fitted or top-dose-only effect, or another doubt; inactive = no such curve, though single readings can be large; an effect the other way counts as inactive or inconclusive. % is scaled to controls: 0 for no effect and ±100 for the full control effect; potency is read from the fitted curve at half-maximal effect. Not all compounds are listed. The share of hits here may be higher or lower than overall.

SMILES | DT40 TDP1 CPT | GCN5L2 inh | FEN1 inh
c1ccc(Oc2ncnc3oc(-c4ccccc4)cc23)cc1 | -5% | -10% | -4%
Cc1onc(-c2c(Cl)cccc2Cl)c1C(=O)N1CCOCC1 | 5% | -8% | 8%
O=C(NCCN1CCCCC1)Nc1ccc(Br)cc1 | 4% | -1% | 5%
CCN(CC)CCN(C)C(=O)CCc1nnc(-c2ccc(C)s2)o1 | 15% | 11% | -1%
O=C(O)CC1(CC(=O)Nc2ccc3sccc3c2)CCCCC1 | 2% | -8% | 10%
Cc1c(N)ccc(-n2nc3ccccc3n2)c1C | 13% | . | -1%
Cc1ccc(C(=O)OCc2ccc3c(c2)OCO3)cc1S(=O)(=O)N1CCCCC1 | ? | -5% | -9%
CC(C)c1ccc(NC(=O)COc2ccc(S(=O)(=O)N3CCOCC3)cc2)cc1 | -17% | 1% | -3%
COc1ccc(C(C)(C)C)cc1NC(=O)COC(=O)C(C)C | 0% | -6% | -12%
Cc1ccc(-n2c(N)c(C(=O)N3CCOCC3)sc2=S)cc1 | ? | ? | -3%
O=C(O)CNC(=O)C1CCCN1C(=O)CNC(=O)OCc1ccccc1 (configuration not stated) | 18% | -5% | 27%
N#CC1(NC(=O)COC(=O)c2ccccc2[N+](=O)[O-])CCCCC1 | -3% | 0% | -6%
COc1nc(OC)nc(N2CCC(C(=O)NCc3ccc(F)cc3)CC2)n1 | -18% | -3% | -3%
COc1ccc(S(=O)(=O)CCc2nc3ccccc3s2)cc1 | -9% | -4% | 0%
S=c1[nH]nc(CSc2nc3ccccc3s2)n1Cc1ccccc1 | 2% | ? | -10%
CCc1ccc(N(C(=O)c2snc(C(N)=O)c2N)C(C(=O)NCC2CCCO2)c2ccco2)cc1 (configuration not stated) | 23µM* | -5% | 0%
NC(=S)Nc1cccc(O)c1 | -19% | 0% | -20%
Cc1cccnc1N(C(=O)Nc1cccc(Cl)c1)C1=NCC(C)(C)S1 | ? | 0% | 7%
CC1=C(C(=O)Nc2c(C)cc(C)cc2C)C2(CCN(C(C)C)CC2)OC1=O | -21% | 2% | 29%
CCN(C(=O)COC(=O)/C=C/c1nc2ccccc2s1)C1CCS(=O)(=O)C1 (configuration not stated) | ? | -5% | 5%
Cn1c(SCC(=O)Nc2sccc2C(N)=O)nc2ccccc2c1=O | ? | -1% | 10%
COc1cccc(N2CC(NC(=O)/C=C\c3ccccc3)CC2=O)c1 (configuration not stated) | -23% | -4% | -4%
COc1ccc(CCC(=O)OCC(=O)N2CCN(S(=O)(=O)c3ccc(C)cc3C)CC2)cc1 | -4% | -9% | 3%
Cc1ccc2c(c1)c1c(n2CC(O)CNC2CCCCC2)CCCC1 (configuration not stated) | 23µM* | 2% | -15%

In a second layout: entries from further up.
Below each SMILES: DT40 TDP1 CPT, GCN5L2 inh, FEN1 inh
COc1ccc(S(=O)(=O)CCc2nc3ccccc3s2)cc1
  -9%, -4%, 0%
S=c1[nH]nc(CSc2nc3ccccc3s2)n1Cc1ccccc1
  2%, ?, -10%
CCc1ccc(N(C(=O)c2snc(C(N)=O)c2N)C(C(=O)NCC2CCCO2)c2ccco2)cc1 (configuration not stated)
  23µM*, -5%, 0%

Returning to the listing with the 3 entries that preceded the break.
SMILES | DT40 TDP1 CPT | GCN5L2 inh | FEN1 inh
COc1cccc(N2CC(NC(=O)/C=C\c3ccccc3)CC2=O)c1 (configuration not stated) | -23% | -4% | -4%
COc1ccc(CCC(=O)OCC(=O)N2CCN(S(=O)(=O)c3ccc(C)cc3C)CC2)cc1 | -4% | -9% | 3%
Cc1ccc2c(c1)c1c(n2CC(O)CNC2CCCCC2)CCCC1 (configuration not stated) | 23µM* | 2% | -15%
CCC(=O)N1CCc2cc(S(=O)(=O)NC(Cc3ccccc3)C(=O)Nc3nccs3)ccc21 (configuration not stated) | -20% | -2% | -1%
Cc1ccc(N(Cc2ccccc2)C(=O)c2cc(S(=O)(=O)N3CCOCC3)ccc2F)cc1 | 18µM* | -2% | 0%
CCN(CC)c1ccc2nc3c(=O)n(C)c(=O)n(C)c3nc2c1 | ? | -1% | -13%
O=C(NCCc1ccc(Cl)cc1)c1nnc(Cc2ccc(Cl)cc2)o1 | -24% | 2% | 2%
CC(C)CNC(=O)c1cc2nc3c(c(C(F)(F)F)n2n1)CCc1ccccc1-3 | -19% | -5% | 15%
O=S(=O)(c1ccc2ncn(O)c2c1)N1CCOCC1 | ? | -10% | 23%
COc1cc(NC(=O)CN2C(=O)CCc3cc(Br)ccc32)cc(OC)c1OC | ? | 1% | -8%
O=C(COc1ccccc1[N+](=O)[O-])Nc1cc(C(=O)O)cc(C(=O)O)c1 | 10% | -2% | 11%
CC(NCc1cccs1)c1ccccc1 (configuration not stated) | 0% | 10% | -4%
COc1ccccc1N1C(=O)C2C(C(=O)c3ccccc3)=NN(c3ccc(Br)cc3)C2C1=O (configuration not stated) | -1% | -19% | 11%
OCCN1CCN(c2ncnc3c2c(-c2ccccc2)cn3-c2ccc(F)cc2)CC1 | ? | -10% | -8%
C/C(Cn1nnc([N+](=O)[O-])n1)=N\NC(=O)c1cccc(Cl)c1 | 16µM* | -19% | -15%

Shown in CSV form: entries from further up
SMILES,DT40 TDP1 CPT,GCN5L2 inh,FEN1 inh
Cc1ccc(N(Cc2ccccc2)C(=O)c2cc(S(=O)(=O)N3CCOCC3)ccc2F)cc1,18µM*,-2%,0%
CCN(CC)c1ccc2nc3c(=O)n(C)c(=O)n(C)c3nc2c1,?,-1%,-13%
O=C(NCCc1ccc(Cl)cc1)c1nnc(Cc2ccc(Cl)cc2)o1,-24%,2%,2%
CC(C)CNC(=O)c1cc2nc3c(c(C(F)(F)F)n2n1)CCc1ccccc1-3,-19%,-5%,15%
O=S(=O)(c1ccc2ncn(O)c2c1)N1CCOCC1,?,-10%,23%
COc1cc(NC(=O)CN2C(=O)CCc3cc(Br)ccc32)cc(OC)c1OC,?,1%,-8%

Carrying on.
SMILES | DT40 TDP1 CPT | GCN5L2 inh | FEN1 inh
O=C(CCNC(=O)c1ccco1)NCCN1C(=O)S/C(=C\c2ccc(F)cc2)C1=O | ? | -13% | 19%
COc1ccc(N(CC(=O)Nc2cc(Cl)ccc2C)S(=O)(=O)c2c(C)noc2C)cc1 | 2.9µM* | -5%&-10% | -5%&-2%
Cc1ccc2[nH]c3c(N4CCOCC4)ncnc3c2c1 | ? | -3% | -28%
Cc1cc(NC(=O)c2ccccc2)cc(NC(=O)c2ccccc2)c1C | -9% | -8% | 12%
COc1ccc(C)cc1NC(=O)C(NS(=O)(=O)c1cccs1)c1ccccc1 (configuration not stated) | -19% | 1% | 0%
CCNC(=S)N1CCN(S(=O)(=O)/C=C/c2ccccc2)CC1 | -12% | -2% | 14%
O=C(CN1C(=O)/C(=C/c2ccccc2Cl)SC1=S)NC1CCS(=O)(=O)C1 (configuration not stated) | -20% | -11% | -3%
CCN1C(=O)CC(N2CCC(C(=O)N3CCOCC3)CC2)C1=O (configuration not stated) | -1% | -21% | -5%
CCOC(=O)c1c(-c2ccc(C)cc2)csc1NC(=O)CCN1CCOCC1 | ? | 31%[activator] | -21%
Cc1ccc(CNC(=O)c2ccc(N3CCC4(CC3)CC(c3cccc(Br)c3)=NO4)c(NC(=O)c3cccc(C)c3)c2)cc1 | -7% | -2% | 19%
NC(=O)c1ncc(C(F)(F)F)cc1Oc1cccc(C(F)(F)F)c1 | -2% | -4% | 8%
O=C(N/N=C/c1ccco1)c1ccccc1OCc1ccccc1Cl | ? | 1% | 5%
O=c1c2c3c(sc2nc(NCCO)n1CCc1ccccc1)CCCCC3 | 5.8µM* | -6% | -8%
CCOC(=O)c1ccc2c(c1)sc1nc(-c3ccc(OCC)cc3)cn12 | ? | -2% | -15%
CCN(CC)C1Oc2cc3c(cc2C(c2cccc(OC)c2O)C1C)OCO3 (configuration not stated) | ? | . | -12%
O=c1[nH]cnc2c1sc1nc3c(c(-c4ccc(Cl)cc4)c12)CCC3 | -5% | 4% | 8%
CCN(C[C@H]1N[C@@](CC)(C(=O)OC)[C@H]2C(=O)N(Cc3ccccc3)C(=O)[C@@H]12)C(=O)Nc1ccc(C(F)(F)F)cc1 | -9% | -1% | -17%
O=C(NCc1nc2ccccc2[nH]1)C1=C[C@H](c2ccccc2)C[C@H](OCc2ccc(CO)cc2)O1 | ? | 2% | -3%
CCN(CC)S(=O)(=O)c1ccc(NC(=O)CCNC(=O)c2ccco2)cc1 | 5% | 1% | -3%
O=C(Nc1nc2ccccc2[nH]1)C1CCC1 | ? | -6% | 3%
Nn1c(SCC(=O)NC(=O)NC2CCCC2)nnc1-c1ccccc1F | -3% | -6% | 4%
COc1ccc(Cl)cc1NC(=O)CN1CCc2ccccc2C1 | -30% | -20% | -10%
CC(Oc1cccnc1[N+](=O)[O-])C(=O)Nc1ccc(Cl)cn1 (configuration not stated) | -5% | -3% | -7%
CCCc1cc(=O)n2[nH]c(CCc3ccccc3)nc2n1 | -17% | 6% | 4%
Clc1ccccc1CONc1ncnc2nonc12 | -24% | -7% | 12%
Cc1csc(NC(=O)CSc2nnc(-c3ccccc3)o2)n1 | -10% | -5%[0.501 µM] | -5%
S=C(NCc1ccccn1)Nc1ccc(Br)cc1Cl | 2% | -3% | 6%
CCCC(=O)Nc1nnc(S(=O)(=O)N(CC(C)C)c2ccccc2)s1 | 6% | 3% | 0%
COc1cccc(/C=N/n2c(C3CCCCC3)n[nH]c2=S)c1O | 1% | 0% | -10%
c1ccc(N2CCN(c3nnc(Cc4cccnc4)c4ccccc34)CC2)nc1 | -61% | 10% | 34%
O=C(c1ccco1)N1CCN(c2nc3ccc(Cl)cc3s2)CC1 | ? | -2% | -4%
COc1cccc(NC(=O)Cn2c(=O)n(Cc3nc(-c4ccccc4)no3)c(=O)c3ccccc32)c1 | -24% | -11% | -3%
Cc1ccc(S(=O)(=O)N(C)CC(=O)OCC(=O)NCCN2C(=O)CSC2=O)cc1 | -13% | 0% | 2%
CC1=C(c2ccc(C)c(C)c2)S(=O)(=O)N=C1N1CCC(C(=O)NCc2ccc(C)o2)CC1 | 4% | 1% | -4%
CSc1cccc(NS(=O)(=O)c2cccc3nsnc23)c1 | -25% | 0% | 13%
Cn1cc(-c2nc3cnc(Oc4ccccc4)nc3n(Cc3cccs3)c2=O)c2ccccc21 | -15% | -10% | .
Cc1cc(Cl)ccc1OCC(=O)N1CCCCC1 | -4% | -7% | -3%
COC(=O)c1ccccc1N(Cc1ccccc1)S(C)(=O)=O | -22% | -3% | -12%
NC(=O)CSc1nc2c(c(=O)n1-c1ccccc1)C1(CCCCC1)Cc1ccccc1-2 | ? | 1% | -23%
CCCCNS(=O)(=O)c1ccc2nc(-c3cccnc3)cc(C(=O)NCCC)c2c1 | ? | -4% | -9%
O=C(NC(=S)NCc1ccccc1)c1cccc(Cl)c1 | -6% | -14% | -12%
COc1ccc(C(C)=O)cc1COC(=O)c1cc(C)oc1C | 3% | -3% | -10%
Cc1cccc(CN2C[C@]34C=C[C@@H](C[C@@H]3S2(=O)=O)O4)c1 | 0% | -12% | -2%
Cn1ccc2cc(S(=O)(=O)N3CCCC(C(=O)NCc4ccccc4F)C3)ccc21 (configuration not stated) | ? | 3% | -5%
O=C(NCc1ccccc1)N1CCC(c2nc3ccccc3[nH]2)CC1 | -12% | -5% | 4%
Cc1cc(N/N=C/c2ccccc2O)c2ccccc2n1 | 16µM* | ? | ?
CC(=O)N(C(C)=O)c1ncc2c([nH]c3ccccc32)c1C#N | ? | -9% | ?
CCOc1ccc(Oc2c(/C=N/NC(N)=O)c(C)nn2-c2ccccc2)cc1 | -2% | -3% | -7%
O=C(NC1CCCCC1)c1ccc2c(c1)sc1nc(-c3ccccc3)cn12 | ? | -2% | -1%
CC(=O)Nc1ccc(C2=NN(CC#N)C(=O)SC2)cc1 | -11% | -5% | -1%
Cc1cnc(CNc2ccnc(-c3cccc(C#N)c3)n2)cn1 | 8% | -3% | .
O=C(Nc1ccccc1N1CCCCC1)c1cccc(OC(F)F)c1 | ? | -6% | -11%
CCCN(c1ccc(OCC)cc1)c1ncnc2nc[nH]c12 | -24% | -2% | -8%
Cc1ccccc1OCc1nc2ccccc2c(=O)n1/N=C/c1c[nH]c2ccccc12 | -68% | -12% | -3%
CN1C(=O)C2(NCCc3c2[nH]c2ccccc32)c2ccccc21 (configuration not stated) | 1% | -4% | 6%
COc1ccc(C(=O)NN2CCOCC2)cc1[N+](=O)[O-] | -4% | -5% | 17%
CC(C)Nc1cc(C(F)(F)F)nc(-c2ccccn2)n1 | 18µM* | 0% | -2%
CCN(CC)CCCNC(=O)CCCn1c(=O)[nH]c2ccc(Br)cc2c1=O | -6% | 1% | -3%
COc1ccccc1C(=O)NC1CCCCCCC1 | -16% | 0% | 4%
N#Cc1ccc(NC(=O)c2cccs2)nc1 | 7% | 3% | 0%

From PubChem
